# PfGluPho inh: PfG6PD (Plasmodium falciparum) enzyme inhibition; AID 504690; PfGluPho enzyme, NADPH resazurin-diaphorase fluorescence; 0.78% of 350,000 active; inhibition, % at 20 µM;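 active = inhibition reaching at least a set limit at 20 µM in the primary screen, cut at about 59% in these data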;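 also: 0% = DMSO wells with substrate and 100% = DMSO wells lacking glucose-6-phosphate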
# SENP7 block: inhibitors of human SENP7 protease | Q9BQF6 | recombinant SENP7, Z-RLRGG-aminoluciferin luminescence, 40 min | inhibition, % at 5 µM | 1.5% of 330,000 active;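 active = inhibition above about 50% at the single test dose, limit read from the data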;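 also: plate controls were DMSO with enzyme for no effect and no enzyme buffer wells for full effect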
# Target sequence (Q9BQF6 706-1050 limits assumed): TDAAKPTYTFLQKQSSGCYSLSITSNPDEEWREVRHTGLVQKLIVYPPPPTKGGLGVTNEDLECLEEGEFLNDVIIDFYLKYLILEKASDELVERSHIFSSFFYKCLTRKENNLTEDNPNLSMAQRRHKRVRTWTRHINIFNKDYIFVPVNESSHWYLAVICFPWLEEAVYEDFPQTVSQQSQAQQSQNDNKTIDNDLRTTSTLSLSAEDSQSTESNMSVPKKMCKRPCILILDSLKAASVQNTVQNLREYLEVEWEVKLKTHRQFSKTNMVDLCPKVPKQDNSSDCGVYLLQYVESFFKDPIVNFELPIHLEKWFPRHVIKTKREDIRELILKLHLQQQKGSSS
# SENP8 block-1: inhibitors of human SENP8 protease; Q96LD8; purified SENP8, Z-RLRGG-aminoluciferin cleavage, luminescence; inhibition, % at 10 µM; 1.2% of 330,000 active; AID 2540; in the data active = inhibition above about 50%
# Target sequence (Q96LD8 whole entry, looked up): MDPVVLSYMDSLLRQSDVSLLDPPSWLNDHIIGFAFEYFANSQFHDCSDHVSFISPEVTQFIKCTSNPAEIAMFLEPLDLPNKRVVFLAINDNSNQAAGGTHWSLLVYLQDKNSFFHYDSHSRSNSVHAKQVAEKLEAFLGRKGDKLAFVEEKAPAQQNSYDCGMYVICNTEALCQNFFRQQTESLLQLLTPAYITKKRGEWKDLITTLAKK
# HKDC1 inh: blocks human hexokinase HKDC1 activity. Q2TB90. recombinant HKDC1, G6PDH/diaphorase resazurin coupled fluorescence. inhibition, % at 20 µM. 0.16% of 340,000 active. AID 493160;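 active = inhibition above about 35% when tested at 20 µM, limit read from the data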;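 also: plate controls were DMSO wells with enzyme for no effect and DMSO wells lacking enzyme for full effect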
#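 Assay system: recombinant HKDC1 hexokinase; detection: coupled resazurin fluorescence, excitation 525 nm, emission 613 nm; benchmarks: DMSO-plus-enzyme-mix negative control, buffer-substituted positive control; compound dosing: single 20 µM dose; schedule: 90 min at room temperature in dark; also added: glucose plus 1 mM ATP as hexokinase substrates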
# SENP1 inh: blocks the human SENP1 SUMO protease catalytic domain; 0.21% of 360,000 active; recombinant SENP1 catalytic domain, CyPet-SUMO1-YPet FRET cleavage; inhibition, % at 10 µM;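 active = inhibition at least 30% at 10 µM, raw YFP signal under a set limit, fluorescence ratio 0.5 to 1.5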;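 also: 0% = enzyme with DMSO and 100% = no enzyme wells; some results filed as inactive read as strong as hits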
#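 material = recombinant human SENP1 catalytic domain, His6-tagged | quantity = 20 pM enzyme | reagent = 25 nM SUMO1 FRET substrate | compound dosing = 10 µM single point, 0.5% DMSO | timing = 50 min enzyme reaction, room temperature, light-protected | detection = FRET, CFP and YFP emission | control set = no-enzyme low, enzyme-DMSO high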
# SENP6 block: SENP6 protease inhibition | 1.8% of 330,000 active | Q9GZR1 | Recombinant SENP6 catalytic domain, aminoluciferin luminescence | inhibition, % at 10 µM;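 active = inhibition above about 50% at the single tested dose, limit read from the data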;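 also: plate controls were DMSO wells with enzyme for no effect and DMSO wells lacking enzyme for full effect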
# Target sequence (Q9GZR1 628-1112 limits assumed): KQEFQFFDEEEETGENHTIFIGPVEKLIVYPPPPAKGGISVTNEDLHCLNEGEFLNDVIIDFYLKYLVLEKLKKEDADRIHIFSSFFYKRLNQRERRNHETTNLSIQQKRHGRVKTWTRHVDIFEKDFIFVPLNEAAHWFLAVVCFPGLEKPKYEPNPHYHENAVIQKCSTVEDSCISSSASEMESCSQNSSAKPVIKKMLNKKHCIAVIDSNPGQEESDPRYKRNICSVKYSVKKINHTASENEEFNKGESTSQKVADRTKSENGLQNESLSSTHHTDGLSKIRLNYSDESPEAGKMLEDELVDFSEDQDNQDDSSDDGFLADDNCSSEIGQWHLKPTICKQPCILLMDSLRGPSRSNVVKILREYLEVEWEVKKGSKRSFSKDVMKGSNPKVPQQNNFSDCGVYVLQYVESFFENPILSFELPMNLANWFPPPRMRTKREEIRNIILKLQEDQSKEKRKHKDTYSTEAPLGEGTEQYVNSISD
# NLRP3 yeast inh: blocks the NALP3 inflammasome reconstituted in yeast | Yeast reconstituted NLRP3/ASC/caspase-1, beta-gal luminescence, 24 h | 0.39% of 330,000 active | AID 2825 | inhibition, % at 10 µM;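 active = inhibition of 50% or more; inactive = inhibition below 50%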;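 also: plate controls were induced DMSO wells for no effect and uninduced yeast grown without galactose for full effect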
# Apaf1 inhib: inhibitors of human Apaf-1 apoptosome | reconstituted apoptosome caspase-3 activity, DEVD-Rh110 fluorescence | inhibition, % at 20 µM | 0.71% of 330,000 active | AID 489030; active = inhibition of at least 40% at 20 µM;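 also: plate controls were DMSO wells for no effect and DEVD-CHO caspase inhibitor wells for full effect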
#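 Material: reconstituted apoptosome with Apaf-1, cytochrome c, caspase-9, procaspase-3, dATP. Technique: Rh110 fluorescence intensity. Buffer or medium: pH 7.5 Hepes buffer with CHAPS, BSA, DTT. Times: 30 min plus 50 min, RT.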
# SENP8 block-2: inhibitors of human SENP8 protease | Q96LD8 | recombinant SENP8, Nedd8 substrate fluorescence | inhibition, % at 20 µM | 0.64% of 360,000 active | AID 602440; in the data active = inhibition mostly above about 40%, no sharp cut-off; inactive = mostly below about 27%
# * = called active by the depositor; i = inactive; . = not tested or not shown.
SMILES,PfGluPho inh,SENP7 block,SENP8 block-1,HKDC1 inh,SENP1 inh,SENP6 block,NLRP3 yeast inh,Apaf1 inhib,SENP8 block-2
C[C@H](NC(=O)c1cc2c(cn1)[nH]c1ccccc12)C(=O)O,98*,8,4,-16,-3,3,6,5,-159
O=C(Nc1ccc2nccnc2c1)c1cnccn1,-3,-1,-21,-1,4,-4,9,5,-39
NC(=O)c1cc(-c2cccnc2)nc2ccc(Br)cc12,14,-4,-12,-1,0,-11,7,15,3
CC(=O)c1c(N2CCOCC2)nc(=S)n(Cc2ccccc2)c1C,5,2,-2,-3,-1,-1,8,0,20
O=C(NC(CO)C(=O)OCc1ccccc1)OCc1ccccc1 (stereo not given),12,-7,-11,6,2,-19,3,-5,8
O=C(CNS(=O)(=O)c1ccc(F)c(Cl)c1)NCCc1ccccc1,1,-2,6,1,-5,8,6,2,4
CCSc1nnc(NC(=O)/C=C/c2ccco2)s1,4,0,-7,-9,-8,-10,22,-3,-211
O=C(Nc1ccc(Cl)cc1C(=O)NCC1CCCO1)c1ccc(Cl)cc1Cl (stereo not given),21,2,1,14,-2,7,16,0,-10
COc1ccc(CSCCc2n[nH]c(=S)n2-c2ccccc2)cc1C,27,3,1,1,0,-17,30,-4,28
COc1cccc(N(CC(=O)NC2CCCCCC2)S(=O)(=O)c2ccccc2)c1,15,-8,3,-2,1,-4,11,11,3
CCCN(CC(=O)Nc1ccc(OC)c(OC)c1)CC(=O)Nc1ccc(F)c(F)c1F,-5,4,-1,0,2,2,-8,15,22
O=C(O)CN1C(=O)c2ccc(Oc3cccc4c3C(=O)N(CC(=O)O)C4=O)cc2C1=O,2,11,2,2,1,24,12,-17,5
Cc1cc(=O)[nH]c(-c2ccccc2OC(F)(F)F)n1,-9,4,5,-4,1,-3,10,-31,5
O=C(CCN1C(=O)c2ccccc2S1(=O)=O)NCc1ccc(F)cc1,-14,1,15,-7,2,8,7,10,5
O=C(NNC(=O)c1ccccc1F)c1ccc(Cl)c(S(=O)(=O)N2CCOCC2)c1,-22,12,14,-3,3,-8,16,-3,6
COc1ccc(NC(=O)c2cc3cc(C)ccc3n2C)c(OC)c1,31,-6,-2,-1,-1,1,32,0,1
CCOC(=O)CN1C(=O)C(Sc2n[nH]c(-c3ccccc3)n2)CCc2ccccc21 (stereo not given),9,-6,2,4,1,-34,21,7,6
O=C(CNCc1ccc(Cl)cc1)N1CCc2ccccc2C1,2,1,2,-3,0,-15,12,0,0
CCn1c2ccccc2c2cc(NC(=O)COC(=O)c3cc(S(=O)(=O)N4CCCCC4)ccc3Cl)ccc21,-1,-8,-7,-4,-2,-25,12,23,1
CC(C)N(C(=O)COC(=O)CNC(=O)c1ccc(Br)cc1)c1ccccc1,-7,-2,-9,-5,1,-7,20,3,16
CCOC(=O)c1ccccc1N/C=C1\CCCCC1=O,-11,-16,-9,-2,1,-10,12,14,-300
c1ccc(Cn2nnnc2CN2CCN(Cc3ccc4c(c3)OCO4)CC2)cc1,-6,-3,2,-3,1,-3,11,-18,25
CC(NC(=O)CN(C)CC(=O)Nc1ccc(Cl)cc1)c1ccc(F)cc1 (stereo not given),-5,-7,2,-3,0,-2,22,7,6
CCn1ccnc1CN1CCC(n2nccc2NC(=O)c2ccccc2OC)CC1,-4,7,7,-5,2,1,11,4,27
O=C1CSC(c2ccc(Cl)c(Cl)c2)N1c1nccs1 (stereo not given),-8,4,-4,2,2,-5,1,9,2
Cc1c(C)c2cc(Cl)c(O)c(CN3CCCC(C)C3)c2oc1=O (stereo not given),-1,-10,-2,13,-114,-6,7,1,-266
N/C(=N\OC(=O)c1ccc2ccccc2c1)c1ccc(Br)cc1,-2,8,-1,-7,-1,8,1,7,-51
CC(=O)Nc1ccc(S(=O)(=O)NCC(CCC(=O)O)C(F)(F)F)cc1 (stereo not given),-6,-5,-7,-3,2,2,-15,-11,10
COC(=O)COc1ccc(S(=O)(=O)N2CCc3ccccc3C2)cc1,-13,4,-6,-14,0,-2,16,-8,14
O=C(OCc1c(F)cccc1Cl)c1cnccn1,-4,4,13,0,0,5,-13,0,17

# Another view of some results above.
c1ccc(Cn2nnnc2CN2CCN(Cc3ccc4c(c3)OCO4)CC2)cc1
  PfGluPho inh = -6
  SENP7 block = -3
  SENP8 block-1 = 2
  HKDC1 inh = -3
  SENP1 inh = 1
  SENP6 block = -3
  NLRP3 yeast inh = 11
  Apaf1 inhib = -18
  SENP8 block-2 = 25

CC(NC(=O)CN(C)CC(=O)Nc1ccc(Cl)cc1)c1ccc(F)cc1 (stereo not given)
  PfGluPho inh = -5
  SENP7 block = -7
  SENP8 block-1 = 2
  HKDC1 inh = -3
  SENP1 inh = 0
  SENP6 block = -2
  NLRP3 yeast inh = 22
  Apaf1 inhib = 7
  SENP8 block-2 = 6

CC(=O)Nc1ccc(S(=O)(=O)NCC(CCC(=O)O)C(F)(F)F)cc1 (stereo not given)
  PfGluPho inh = -6
  SENP7 block = -5
  SENP8 block-1 = -7
  HKDC1 inh = -3
  SENP1 inh = 2
  SENP6 block = 2
  NLRP3 yeast inh = -15
  Apaf1 inhib = -11
  SENP8 block-2 = 10

CCn1ccnc1CN1CCC(n2nccc2NC(=O)c2ccccc2OC)CC1
  PfGluPho inh = -4
  SENP7 block = 7
  SENP8 block-1 = 7
  HKDC1 inh = -5
  SENP1 inh = 2
  SENP6 block = 1
  NLRP3 yeast inh = 11
  Apaf1 inhib = 4
  SENP8 block-2 = 27

# Next structures follow.
SMILES,PfGluPho inh,SENP7 block,SENP8 block-1,HKDC1 inh,SENP1 inh,SENP6 block,NLRP3 yeast inh,Apaf1 inhib,SENP8 block-2
COc1ccc(-c2cc(C(=O)NCCCn3ccnc3)no2)cc1,11,-3,-5,-3,2,-2,5,-11,2
CCOc1ccc2nc(SCc3ccc(CC(=O)O)cc3)c(C#N)cc2c1,-10,-1,0,-6,-37,3,26,27,-47
COc1c(Cl)cc(Cl)cc1C(=O)Nc1ccc(CN2CCCCC2)cc1,-11,4,-1,-6,0,-3,2,1,-11
Cc1c(C(=O)n2cnc3ccccc32)cccc1[N+](=O)[O-],8,2,4,-4,-2,19,-11,0,8
N#Cc1c(NC(=O)C2CCCO2)sc2c1CCCCC2 (stereo not given),9,-5,-2,-4,0,4,19,-4,9
CC(=O)c1ccc(OCC(=O)N2CCCC(Nc3ccc(C)c(C)c3)C2)cc1 (stereo not given),5,-4,-5,4,-1,-12,7,4,4
Cc1ccccc1C(=O)NC1CCN(CC(=O)NCc2ccc(F)cc2)CC1,-8,-4,-4,-8,1,14,15,-6,14
O=C(O)c1cc(NS(=O)(=O)c2ccc(F)cc2)cc(NS(=O)(=O)c2ccc(F)cc2)c1,-16,-8,-8,-4,-1,-11,-15,12,6
Cc1sc2ncnc(N3CCC(C(=O)Nc4ccccc4C(C)(C)C)CC3)c2c1C,19,-6,-8,-5,-2,-3,14,23,-6
O=C(NC(=S)Nc1cccc(S(=O)(=O)NC2=NCCC2)c1)c1cc(-c2ccco2)nc2ccccc12,19,7,2,5,9,-1,4,14,-391
O=C(NCc1ccccc1Cl)c1nnc(CS(=O)(=O)c2ccccc2)o1,4,7,6,-6,2,15,16,-2,16
Cc1cc(C(=O)CN2C(=O)NC(CC(C)C)C2=O)c(C)n1C1CC1 (stereo not given),0,3,3,-4,-2,10,35,-5,1
Cc1cccc(NC(=O)CNC(=O)COc2cccnc2[N+](=O)[O-])c1C,4,0,-3,-2,0,6,7,-2,4
COc1cc2c(cc1NCc1ccc3c(c1)OCO3)oc1ccccc12,14,3,-3,2,-1,1,-5,23,i
CN1CCN(S(=O)(=O)c2ccc3c(c2)NC(=O)CS3)CC1,4,-11,2,-8,0,-8,2,2,4
O=C(Nc1cc(=O)[nH]c2nc(-c3ccccc3)nn12)c1ccc(Cl)cc1,-23,0,-5,-5,.,2,1,-2,.
COc1cccc(Nc2nc3ccccc3c(=O)[nH]2)c1,12,-1,9,-10,-2,1,5,3,-64
CC(Sc1nnc(C(C)N(C)C)n1-c1ccc(Cl)cc1)C(=O)Nc1ccc2c(c1)OCO2 (stereo not given),15,1,4,2,-1,-1,7,9,4
CCCOc1ccccc1NC(=O)c1c(-c2ccccc2)noc1C,9,5,2,-1,-2,3,15,13,1
CCOc1c2ccc(C(=O)NCc3ccc(OC(F)(F)F)cc3)cc2nn1CC,9,-3,-6,-4,-3,-10,2,2,-490
Cc1nn(C)cc1/C=N\NC(=O)Cc1ccc([N+](=O)[O-])cc1,12,3,-11,-5,3,-3,-5,0,21
C[C@H](CO)N1C[C@H](C)[C@@H](CN(C)S(C)(=O)=O)Oc2c(NC(=O)Nc3ccccc3)cccc2C1=O,-5,0,-6,-6,2,-14,-7,12,15
O=C1N/C(=N/N=C/c2ccc(O)cc2)SC1Cc1ccccc1 (stereo not given),-10,-12,-8,-6,1,-35,2,-10,21
COc1ccc(NC(=O)c2n[nH]c(=O)c3ccccc23)cc1S(=O)(=O)N1CCCCC1,6,15,-2,-6,2,-10,3,9,5
O=C(CN1CCOCCOCCOCCOCC1)Nc1ccccc1,1,-2,4,4,2,19,12,-13,11
Cc1cccc(-n2c(CNC(=O)c3ccc(S(=O)(=O)N4CCCCC4)cc3)n[nH]c2=S)c1,27,-2,4,-6,2,-26,24,2,6
CCN(CC)C(=O)C1CCCN(c2ncnc3c2cnn3-c2cccc(C)c2)C1 (stereo not given),-16,-6,-7,-4,-1,-8,21,8,19
CCc1nnc(NC(=O)c2cc(-c3ccco3)nc3ccccc23)s1,-1,4,6,9,14,-1,6,18,-199
O=C(COC(=O)CNC(=O)c1ccc(Cl)cc1Cl)NC(=O)NCc1ccccc1,-1,7,-2,0,5,-6,16,5,19
CN(CC(=O)NCc1cccs1)S(=O)(=O)c1cccc2nsnc12,-14,1,3,-2,1,-9,7,1,27
Cc1cccc(NC(=O)CSc2nnc(NC(=O)C3CC3)s2)c1C,12,-11,-7,-7,2,-17,5,0,13
COc1ccc(S(=O)(=O)N(C)c2ccc(C(=O)NCC3CCCO3)cc2)cc1 (stereo not given),13,6,2,-16,2,-2,-6,-13,14
COC(=O)C(O)(CC(=O)Nc1ccc(OC(F)(F)F)cc1)C(F)(F)F (stereo not given),1,-4,10,-10,3,-6,19,-27,11
CCC(=O)c1ccc(OCC(=O)Nc2ccccc2C(=O)NC2CC2)cc1,-6,-9,-6,0,0,-15,3,0,-7
c1ccc(-c2nn3c(C4CCCCC4)nnc3s2)nc1,-6,-5,-1,3,2,-14,18,5,4
COc1ccc(NS(=O)(=O)c2ccc(OC)c(NC(=O)CNC(=O)c3ccc(OC)cc3)c2)cc1,0,10,1,1,2,1,2,1,5
CCOC(=O)N1CCN(C(=O)COC(=O)CN(C)S(=O)(=O)c2ccc(NC(C)=O)cc2)CC1,-4,-10,6,-3,0,1,-8,-1,8
Cc1cc(C(=O)Nn2cnnc2)cs1,-8,4,-5,2,1,-13,5,-11,18
O=C(CSc1cccs1)Nc1ccc(Cl)cc1,-4,3,-9,3,-1,-20,26,-7,16
O=S(=O)(c1ccc2c(c1)CCC2)N1CCNCC1,5,3,4,-5,4,-6,26,-1,11
O=C(c1nnsc1S(=O)c1ccc(Cl)cc1)N1CCOCC1 (stereo not given),15,-13,-7,2,0,1,14,9,17
O=C(NCc1ccccc1Cl)C(=O)c1c[nH]c2ccccc12,3,6,-8,-11,2,9,25,-18,10

# High-throughput results as filed in PubChem.
